N370S GC = inhibitors or activators of N370S glucocerebrosidase for Gaucher disease. P04062. N370S GC spleen homogenate, 4MU-glucoside fluorescence. Potency, µM (doses to about 59.4 µM), for the others: top-dose activity change, negative = inhibition, hits mostly inhibitors. 330,000 tested, 0.092% active. AID 2101;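 further: 0% = full enzyme activity and -100% = no enzyme basal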
DT40 TDP1 CPT = DT40-hTDP1 cell growth loss with CPT; chicken DT40 Tdp1-/-;hTDP1 cells + 20 nM CPT, ATP luminescence, 48 h; Potency, µM (highest dose often 46.2 µM), inactives show top-dose activity change, negative = growth inhibition, actives largely listed as inhibitors; 420,000 tested, 12% active; AID 686979; further: nearly all actives have a fitted effect of over 55% in size
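Cell growth measured by CellTiter-Glo luminescence after a minimum 48 h, 37 C compound exposure with 20 nM CPT in Tdp1-knockout DT40 cells stably expressing hTDP1, seeded 400/well; qHTS titration format.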
FEN1 inhibitor = blocks human flap endonuclease 1; Recombinant FEN1 flap cleavage, fluorescence, 15 min; Potency, µM (titrated, usually from 114 µM), without a hit: at the highest dose activity change, negative = inhibition, usual class: inhibitors; 390,000 tested, 0.35% active; AID 588795; further: nearly all actives have a fitted effect of over 65% in size
Target sequence (P39748 whole entry, looked up): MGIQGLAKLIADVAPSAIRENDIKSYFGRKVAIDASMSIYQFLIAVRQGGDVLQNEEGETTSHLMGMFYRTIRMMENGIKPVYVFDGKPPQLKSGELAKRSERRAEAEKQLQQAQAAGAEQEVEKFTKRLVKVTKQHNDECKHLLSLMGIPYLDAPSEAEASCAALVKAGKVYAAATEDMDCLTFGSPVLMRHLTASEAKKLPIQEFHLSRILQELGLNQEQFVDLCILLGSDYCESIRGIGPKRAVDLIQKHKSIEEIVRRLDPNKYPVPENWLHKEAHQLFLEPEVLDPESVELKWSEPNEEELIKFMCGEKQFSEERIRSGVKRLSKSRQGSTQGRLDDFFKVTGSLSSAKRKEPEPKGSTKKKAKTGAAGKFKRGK
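Reaction started by adding substrate (50 nM final) to 10 nM enzyme after 15 min room-temperature compound preincubation. Reads at 0 and 15 min, with data normalized and fitted to a four-parameter Hill equation.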
The depositor's hits bear a star; ? = inconclusive; · = no result given; & = joins results of further samples. The call rests on the fitted dose curve; in most records, active means well fitted curve in the direction sought with a large enough effect; inconclusive means small, poorly fitted or top-dose-only effect, or another doubt; inactive means no such curve, though single readings can be large; an effect the other way counts as inactive or inconclusive. Unless noted, on the % scale 0 is the no-effect control and ±100 the full control effect; potency means the concentration at half of the fitted maximal effect.

SMILES	N370S GC	DT40 TDP1 CPT	FEN1 inhibitor
COc1ccc(NS(=O)(=O)c2ccc3c(c2)[C@H]2C=CC[C@H]2[C@@H](c2ccc(C(=O)O)cc2)N3)cc1	-9.6%	?	20µM*
Cc1cc(C)nc(NS(=O)(=O)c2ccc(NC(=O)c3ccccc3C)cc2)n1	6.7%	0.3%	1.1%
CCc1nnc(NC(=O)CS(=O)(=O)c2ccccc2)s1	-14.2%	-11.8%	2.5%
O=C(Nc1cc(Cl)cc(Cl)c1)C1C2C=CC3(O2)C1C(=O)N(CCCN1CCOCC1)C3C(=O)NC1CCCCC1 (stereo unspecified)	0.8%	-5.3%	-3.5%
O=C(NCc1ccccc1)c1cccc(COc2ccc3c(c2)CCC3)c1	?	?	-4.3%
O=C(NC(=S)Nc1ccc(N2CCCCC2)cc1)c1ccc2c(c1)OCCO2	-1.0%	?	-3.7%
Cc1ccccc1C(=O)NNC(=O)c1cc(N)cc([N+](=O)[O-])c1	-2.0%	-5.9%	12.7%
COc1ccc(NC(=O)N2CCCC3(CCN(C(C)=O)CC3)C2)cc1	16.6%	9.3%	·
CCOC(=O)N1CCN(C(=O)c2ccc3c(c2)N(Cc2ccc(F)cc2)CCS3)CC1	3.7%	8.2µM*	-22.1%
COc1ccc(C2c3c(-c4ccccc4O)n[nH]c3C(=O)N2Cc2ccco2)cc1OC (stereo unspecified)	3.7%	-6.5%	-4.8%
Cc1nc(N2CCN(C(=O)c3ccco3)CC2)c2c3c(sc2n1)CC(C)CC3 (stereo unspecified)	13.5%	20.6µM*	?
COc1cccc(NC(=O)n2ncc3c(C)cccc32)c1	-3.2%	?	-13.4%
Cc1ccc(NC(=S)N/N=C2/CCCCc3ccccc32)cc1	17.1%	?	7.1%
Cc1ccc(S(=O)(=O)N2CCN(C(=O)COC(=O)c3cc(C)oc3C)CC2)cc1	-2.3%	-13.5%	-14.7%
CCc1cccc(Nc2cnn(C34C[C@@H]5C[C@@H](CC(CC(=O)O)(C5)C3)C4)c(=O)c2Cl)c1	12.3%	-15.0%	12.6%
Cc1ccc(C(C)C)c(OCC(=O)N2CCC(c3nc4ccccc4o3)CC2)c1	·	?	-0.8%
O=C(CCCn1c(=O)[nH]c2ccsc2c1=O)NCc1cccs1	16.2%	14.7%	-6.5%
Cc1cc(C)n2nc(C(=O)N/N=C/c3ccco3)nc2n1	1.5%	0.8%	-0.1%
COc1ccc(-c2nc(SCC(=O)NCC3CCCO3)c(-c3ccc(C)cc3)[nH]2)cc1OC (stereo unspecified)	·	?	-7.8%
COc1ccc2[nH]c3c(c2c1)CCN1C(=O)N([C@@H](C)C(=O)NCCc2ccc(OC)c(OC)c2)C(=O)[C@]31C	-4.7%	23.1µM*	-9.7%
O=c1c2ccccc2nc(SCc2cn3ccsc3n2)n1-c1ccccc1	?	-19.9%	-18.0%
CSCCC(NS(=O)(=O)c1ccc2c(c1)oc(=O)n2C)C(=O)NCc1ccccc1 (stereo unspecified)	-14.2%	7.7%&0.5%	-4.5%&-0.1%
COc1ccc(-c2cc(C(=O)NC(C)c3ccccn3)c3ccccc3n2)cc1OC (stereo unspecified)	·	23.1µM*	-4.4%
COCCn1c(=O)c(-c2cccs2)nc2cnc(Oc3ccccc3)nc21	?	?	·
CC1=C(C(=O)OCC2CCCO2)C(c2coc3ccccc3c2=O)C2=C(CCCC2=O)N1 (stereo unspecified)	5.0%	7.3%	10.3%

20 entries from above, with two lines to a compound:
Results follow in this order: N370S GC, DT40 TDP1 CPT, FEN1 inhibitor
O=C(NC(=S)Nc1ccc(N2CCCCC2)cc1)c1ccc2c(c1)OCCO2
    -1.0%, ?, -3.7%
Cc1ccccc1C(=O)NNC(=O)c1cc(N)cc([N+](=O)[O-])c1
    -2.0%, -5.9%, 12.7%
COc1ccc(NC(=O)N2CCCC3(CCN(C(C)=O)CC3)C2)cc1
    16.6%, 9.3%, ·
CCOC(=O)N1CCN(C(=O)c2ccc3c(c2)N(Cc2ccc(F)cc2)CCS3)CC1
    3.7%, 8.2µM*, -22.1%
COc1ccc(C2c3c(-c4ccccc4O)n[nH]c3C(=O)N2Cc2ccco2)cc1OC (stereo unspecified)
    3.7%, -6.5%, -4.8%
Cc1nc(N2CCN(C(=O)c3ccco3)CC2)c2c3c(sc2n1)CC(C)CC3 (stereo unspecified)
    13.5%, 20.6µM*, ?
COc1cccc(NC(=O)n2ncc3c(C)cccc32)c1
    -3.2%, ?, -13.4%
Cc1ccc(NC(=S)N/N=C2/CCCCc3ccccc32)cc1
    17.1%, ?, 7.1%
Cc1ccc(S(=O)(=O)N2CCN(C(=O)COC(=O)c3cc(C)oc3C)CC2)cc1
    -2.3%, -13.5%, -14.7%
CCc1cccc(Nc2cnn(C34C[C@@H]5C[C@@H](CC(CC(=O)O)(C5)C3)C4)c(=O)c2Cl)c1
    12.3%, -15.0%, 12.6%
Cc1ccc(C(C)C)c(OCC(=O)N2CCC(c3nc4ccccc4o3)CC2)c1
    ·, ?, -0.8%
O=C(CCCn1c(=O)[nH]c2ccsc2c1=O)NCc1cccs1
    16.2%, 14.7%, -6.5%
Cc1cc(C)n2nc(C(=O)N/N=C/c3ccco3)nc2n1
    1.5%, 0.8%, -0.1%
COc1ccc(-c2nc(SCC(=O)NCC3CCCO3)c(-c3ccc(C)cc3)[nH]2)cc1OC (stereo unspecified)
    ·, ?, -7.8%
COc1ccc2[nH]c3c(c2c1)CCN1C(=O)N([C@@H](C)C(=O)NCCc2ccc(OC)c(OC)c2)C(=O)[C@]31C
    -4.7%, 23.1µM*, -9.7%
O=c1c2ccccc2nc(SCc2cn3ccsc3n2)n1-c1ccccc1
    ?, -19.9%, -18.0%
CSCCC(NS(=O)(=O)c1ccc2c(c1)oc(=O)n2C)C(=O)NCc1ccccc1 (stereo unspecified)
    -14.2%, 7.7%&0.5%, -4.5%&-0.1%
COc1ccc(-c2cc(C(=O)NC(C)c3ccccn3)c3ccccc3n2)cc1OC (stereo unspecified)
    ·, 23.1µM*, -4.4%
COCCn1c(=O)c(-c2cccs2)nc2cnc(Oc3ccccc3)nc21
    ?, ?, ·
CC1=C(C(=O)OCC2CCCO2)C(c2coc3ccccc3c2=O)C2=C(CCCC2=O)N1 (stereo unspecified)
    5.0%, 7.3%, 10.3%

(listing goes on)
SMILES	N370S GC	DT40 TDP1 CPT	FEN1 inhibitor
COc1ccc(-c2csc3nc(-c4ccc(C)cc4)oc(=O)c23)cc1OC	15.9%	9.2µM*	-3.8%&-2.9%
CCCCN(C(=O)CCCSc1nc2ccccc2[nH]1)c1c(N)n(Cc2ccccc2)c(=O)[nH]c1=O	3.6%	6.1%	4.1%
COc1ccccc1N1CCN(C(=O)COc2cc(C)cc(C)c2)CC1	-13.4%	?	11.8%
COC(=O)c1sc2cccc(F)c2c1S(=O)(=O)NCc1ccc(Cl)cc1	·	-0.1%	6.8%
COc1cccc(C(=O)NCC(=O)N/N=C/c2ccc3c(c2)OCO3)c1	-7.8%	0.8%	-9.2%
Cc1ccc([N+](=O)[O-])c(Oc2ncnc3c2oc2ccccc23)c1	·	?	13.4%
Cc1ccc(NCc2nc3ccccc3n2C)c(C)c1	-3.3%	?	-2.1%
O=C(O)c1cccc(S(=O)(=O)NCC2COc3ccccc3O2)c1 (stereo unspecified)	·	-15.4%	10.1%
Cc1ccc(S(=O)(=O)N(C)c2ccc3sc(C)nc3c2)cc1	-7.0%	?	-11.9%
CCOc1ccccc1N1Cc2ccccc2C1	-7.6%	?	1.6%
Cc1ccc(CN2CCN(Cc3cnc(N4CCOCC4)s3)CC2CCO)o1 (stereo unspecified)	5.6%	2.1%	18.8%
CCc1c(C(=O)Nc2ccccc2C(N)=O)csc1C	-1.0%	-19.7%	10.5%
O=C(O)c1cc(NN=Nc2cccc(S(=O)(=O)O)c2)cc([N+](=O)[O-])c1	-3.0%	20.1%	6.3%
CC(CC(=O)Nc1nnc(C(C)(C)C)s1)c1ccccc1 (stereo unspecified)	-8.8%	-13.6%	8.3%
Cc1ccc(-c2nc3c(cnn3-c3ccccc3)c(=O)n2-c2ccc(Cl)cc2)cc1	·	?	-18.1%
O=S1(=O)c2ccccc2N(Cc2ccccc2Cl)c2ccccc21	·	?	9.2%
COc1cc([N+](=O)[O-])ccc1NC(=O)C1C2C=CC(C2)C1C(=O)O (stereo unspecified)	0.4%	-3.5%	-0.1%
CCCCOC(=O)CSc1nc(N)c(C#N)c(-c2ccc(OCC)cc2)c1C#N	-10.0%	2.5%	0.2%
NNC(=O)CCc1ccc(S(=O)(=O)N2CCOCC2)cc1	-1.6%	-1.1%	4.4%
N#CC1=C(N)Nc2ncnn2C1c1ccc(F)cc1 (stereo unspecified)	-13.0%	4.8%	0.4%
c1ccc(OCCOc2ncnc3sccc23)cc1	0.5%	-27.3%	-3.7%
Cc1sc2nc(SCC(=O)Nc3ccc(Cl)c(C(=O)O)c3)[nH]c(=O)c2c1C	·	8.7%	-4.0%
COc1cc2c(cc1OC)C(C)N(C(=O)c1cc3c(s1)-c1c(C)cccc1OC3)CC2 (stereo unspecified)	9.7%	?	-2.9%
CC(C)C(NS(=O)(=O)c1cccc2nsnc12)C(=O)N1CCc2ccccc2C1 (stereo unspecified)	3.6%	-15.5%	-3.4%
COc1ccccc1Cn1nnc2c(=O)[nH]c(C3CCN(C(=O)c4ccc(C)cc4)CC3)nc21	-1.4%	-23.2%	0.4%

(next part)
SMILES	N370S GC	DT40 TDP1 CPT	FEN1 inhibitor
O=S(=O)(NCc1cc(-c2ccccc2)no1)c1ccc(Cl)cc1	-3.3%	1.7%	-10.5%
COc1ccc(N(C(=O)c2ccc(C)cc2)S(=O)(=O)c2cccs2)cc1	10.7%	?	7.8%
CCc1ccc(C(=O)c2cn(CC(=O)Nc3ccc(OC)cc3)c3cc4c(cc3c2=O)OCO4)cc1	·	-16.3%	-7.0%
Cc1c(C(=O)Nc2ccc(Cl)cc2)c2ccccn2c1C(=O)c1ccc([N+](=O)[O-])cc1	0.1%	-8.5%	-2.9%
O=[N+]([O-])c1ccc2nc(/C=C/c3ccc(Cl)cc3)[nH]c2c1	5.7%	20.6µM*	-27.7%
COc1ccc2cc3cc(C(=O)NCCN4CCc5ccccc5C4)oc3nc2c1	14.0%	?	?
Cc1sc2ncn(CC(=O)N3CCC(C(N)=O)CC3)c(=O)c2c1S(=O)(=O)N1CCOCC1	-0.6%	15.6%	-7.2%
NS(=O)(=O)c1ccc(NC(=O)c2ccc(Cl)c(S(=O)(=O)NCc3ccco3)c2)cc1	·	?	12.5%
CC1(C)CC(NC2C3CC4CC(C3)CC2C4)CC(C)(C)N1 (stereo unspecified)	5.8%	18.4µM*	8.6%
Cc1ccc(OCc2nc(-c3ccc(C(=O)N4CCN(c5cccc(C(F)(F)F)c5)CC4)cc3)oc2C)cc1	·	16.4µM*	-17.9%
CCc1noc(C)c1C(=O)NCCc1ccc(Cl)cc1	-1.3%	4.3%	-2.0%
CC(CCc1ccccc1)NC(=O)CNC(=O)c1cccs1 (stereo unspecified)	-0.3%	-15.7%	10.0%
CCC(=O)Nc1cccc(NC(=S)NC(=O)c2ccc(C)cc2)c1	5.7%	?	-15.1%
CCCCn1nc(C(=O)N(CCOC)c2c(N)n(CCCC)c(=O)[nH]c2=O)c2ccccc2c1=O	·	-1.4%	-0.3%
Cc1nc(-c2ccc(F)cc2)sc1CCNC(=O)c1ccc(OC(C)C)cc1	·	?	-21.3%
COc1ccccc1OCc1ccc(C(=O)NC(C)(C)C)o1	0.0%	-28.8%	8.2%
O=S(=O)(NC(=S)NC1CCCCC1)c1cccs1	-3.7%	6.8%	-1.3%
COC(=O)c1ccc(CNC(=O)c2sccc2-c2ccccc2)cc1	·	?	-8.6%
COc1ccc(NC(=O)c2ccc(-c3ccc([N+](=O)[O-])cc3)o2)cc1OC	-10.5%	13µM*	?
O=C(O/N=C(/c1ccccc1)c1ccncc1)c1ccc(F)cc1	9.2%	-8.7%	-20.6%
COc1ccc(/C=N/NC(=O)CNC(=O)c2ccncc2)cc1OC	-3.3%	2.4%	3.5%
O=C(Nc1ccc2nc(SCC(=O)N3CCCc4ccccc43)sc2c1)c1ccc(F)cc1	·	5.8µM*	-2.6%
c1ccn2c(SCc3cn4ccsc4n3)nnc2c1	-4.0%	6.6%	5.6%
Cn1c(SCC(=O)NCc2ccc(F)cc2)nc2ccccc21	-7.1%	-7.7%	-1.2%
CC(=O)Nc1ccc2c(c1)C(=O)N(C1CCCCC1)C2=O	-1.5%	-7.2%	0.6%

High-throughput results: PubChem BioAssay, National Center for Advancing Translational Sciences (NCATS)

Only part of the results is shown; rates above refer to the full screens.
